# High-throughput results as filed in PubChem BioAssay.
# CHO parental Ca: counter-screen for OX1R antagonists: effect in parental CHO cells | AID 463079 | hit rate 0.63% among 330,000 | inhibition, % at 5.6 µM | parental CHO-K1, ATP-induced calcium, Fluo-8 fluorescence;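 active = inhibition above that plate's mean sample inhibition plus 3 SD, cut at about 26% in these data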;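 also: 0% = ATP-challenged DMSO wells and 100% = DMSO wells without ATP; some compounds past the cut are filed as inactive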
#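 Assay system: parental CHO cells; Read-out basis: percent inhibition of ATP-evoked calcium rise, normalized to controls; Benchmarks: ATP and no-ATP DMSO wells; Compound dosing: single nominal dose of 5.6 µM per compound; Signal: Fluo-8 calcium dye fluorescence; Also added: ATP as calcium-mobilizing challenge; Repeats: singlicate.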
# TAAR1 agonist: agonists of human TAAR1 | AID 624467 | hit rate 0.99% among 360,000 | activation, % at 3 µM | Q96RJ0 | CHO RD-HGA16 TAAR1, Fluo-8 calcium fluorescence; vehicle wells 0%, saturating PEA agonist 100%;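 active = activation above the mean activation of all test compounds in the run plus 3 SD, cut at about 38% in these data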
# Target sequence (Q96RJ0 whole entry, looked up): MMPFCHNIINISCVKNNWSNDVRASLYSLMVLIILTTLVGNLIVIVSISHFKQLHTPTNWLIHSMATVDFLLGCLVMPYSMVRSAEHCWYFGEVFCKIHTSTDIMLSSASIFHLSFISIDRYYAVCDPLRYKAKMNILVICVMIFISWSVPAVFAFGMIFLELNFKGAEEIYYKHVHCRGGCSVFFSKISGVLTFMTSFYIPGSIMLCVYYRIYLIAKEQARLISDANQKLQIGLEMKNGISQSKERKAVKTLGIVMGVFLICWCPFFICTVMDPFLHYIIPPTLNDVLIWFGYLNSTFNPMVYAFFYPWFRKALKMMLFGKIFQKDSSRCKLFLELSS
#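 Benchmarks: low control DMSO, high control PEA (EC100); System: CHO RD-HGA16 cells carrying human TAAR1 plus Gα16; Detection: Fluo-8 fluorescence, 5 s baseline then 140 s kinetic read; Schedule: 17-24 h plating, Fluo-8 75 min 37 °C, 30 min RT; Read-out basis: % activation from peak over basal fluorescence ratio, DMSO-to-PEA scaled.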
# CHO-K1 Ca antag: nonselective inhibitor or artifact in parental CHO-K1 cells; ATP-induced calcium, Fluo-8 fluorescence; inhibition, % at 3 µM; hit rate 0.6% among 360,000;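 active = inhibition above a per-plate cutoff, the plate's mean sample inhibition plus 3 SD, cut at about 24% in these data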;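 also: 0% = DMSO plus EC80 ATP and 100% = DMSO alone without ATP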
# TAAR1 antagonist: human TAAR1 antagonism. Q96RJ0. CHO RD-HGA16 TAAR1, Fluo-8 calcium fluorescence, antagonist. inhibition, % at 3 µM. hit rate 1.5% among 360,000;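 active = inhibition above a per-plate cutoff, the mean inhibition of test compounds on that plate plus 3 SD, cut at about 49% in these data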;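 also: 0% = DMSO plus EC80 beta-PEA response and 100% = DMSO alone without agonist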
#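 Material: RD-HGA16 CHO cells with stable hTAAR1 and Gα16; Dosing: single nominal final test compound concentration of 3 µM; Schedule: seeding 17-24 h prior, 75-min 37 °C, 30-min RT dye loading; Detection: kinetic Fluo-8 calcium fluorescence measurement; Measure: % inhibition from peak post-agonist over basal fluorescence ratio; Benchmarks: vehicle and agonist controls.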
# M1 ag: human M1 muscarinic receptor agonism; P11229; CHO-K1 hM1, Fluo-8 calcium fluorescence, agonist mode; 0% DMSO, 100% acetylcholine EC100; activation, % at 3 µM; hit rate 0.33% among 360,000; AID 588814;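 active = activation above the run's mean compound activation plus 3 SD, cut at about 16% in these data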;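 also: peak over basal fluorescence ratio within a 140 s kinetic read after compound addition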
# OXTR potentiate: potentiators of human oxytocin receptor | hit rate 0.061% among 320,000 | activation, % at 3 µM | AID 2445 | P30559 | CHO-OTR cells, Fluo-8 calcium fluorescence, potentiator mode; 0% = oxytocin EC15, 100% = EC100;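 active = activation above that plate's cutoff, the mean activation of tested compounds plus 3 SD, cut at about 6.6% in these data, passing the limit was not always enough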;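 also: 100% uses oxytocin at 75 nM as the full agonist control; some results filed as inactive read as strong as hits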
#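 assay system = CHO-OTR cells, human receptor | schedule = compound 6 min at room temperature before oxytocin, 100 s read | detection = Fluo-8 intracellular calcium fluorescence, ex 470-495, em 515-575 nm | evaluation = normalized max/min fluorescence ratio, % activation | control set = EC15 oxytocin alone as 0%, 75 nM oxytocin (EC100) as 100%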
# M1 ag parental: counter-screen for M1 agonists: effect in parental CHO-K1 cells. Fluo-8 calcium fluorescence; scaled to maximal ATP response, vehicle zero. activation, % at 3 µM. hit rate 0.48% among 360,000; in the data active = activation above about 15%;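 also: untransfected CHO-K1 host cells lacking M1 receptor as counterscreen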
# CHO-K1 Ca PAM: M1 PAM counterscreen hit in parental CHO-K1 cells. hit rate 0.02% among 360,000. ATP EC20, Fluo-8 calcium fluorescence; 0% at ATP EC20, 100% at ATP max. AID 602247. activation, % at 3 µM;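 active = activation above the run cutoff, the mean activation of all test compounds plus 3 SD, cut at about 40% in these data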;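 also: peak over basal fluorescence ratio in a 140 s read after ATP addition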
# V1R ag counter: activates human V1a receptor in oxytocin agonist counter-screen. P37288. CHO-V1R cells, Fluo-8 calcium fluorescence, agonist mode; 0% DMSO, 100% 3 nM vasopressin. activation, % at 3 µM. hit rate 0.25% among 320,000. AID 2797;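 active = activation above the mean activation of all tested compounds plus 3 SD, per screening run, cut at about 20% in these data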;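 also: signal is peak over basal fluorescence ratio across a 100 second FLIPR read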
# Target sequence (P37288 whole entry, looked up): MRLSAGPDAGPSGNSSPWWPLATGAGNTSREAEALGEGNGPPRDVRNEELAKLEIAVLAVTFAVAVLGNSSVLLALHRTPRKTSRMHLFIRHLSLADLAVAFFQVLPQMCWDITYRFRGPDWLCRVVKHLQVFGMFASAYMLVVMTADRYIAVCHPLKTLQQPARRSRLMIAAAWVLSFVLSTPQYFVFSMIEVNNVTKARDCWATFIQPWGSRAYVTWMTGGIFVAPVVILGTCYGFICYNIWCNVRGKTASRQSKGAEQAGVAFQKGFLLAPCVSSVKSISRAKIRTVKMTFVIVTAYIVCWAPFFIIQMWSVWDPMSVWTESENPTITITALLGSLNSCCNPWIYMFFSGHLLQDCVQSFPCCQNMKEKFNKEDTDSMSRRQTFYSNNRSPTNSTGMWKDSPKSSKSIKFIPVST
# An asterisk follows results filed as active; nt = not tested or not shown.
# Below each SMILES: CHO parental Ca, TAAR1 agonist, CHO-K1 Ca antag, TAAR1 antagonist, M1 ag, OXTR potentiate, M1 ag parental, CHO-K1 Ca PAM, V1R ag counter
1. COC(=O)CN1C(=O)C(O)=C(C(C)=O)C1c1ccc([N+](=O)[O-])cc1 (configuration not stated)
    2, 17, 1, -12, 0, -1, 5.4, 17, -0.4
2. CCC1CCCCN1CCCNC(=O)COc1cc(=O)n(C)c2ccccc12 (configuration not stated)
    0, 14, 6, -1, -7, -8, 1.3, 4, -0.7
3. Cc1cc(Cl)ccc1OCc1nc(-c2ccncc2)no1
    -25, 5, nt, 27, nt, -25, nt, nt, 4.0
4. COc1cc(/C=N/n2cc(-c3ccccc3)[nH]c2=S)cc(OC)c1O
    2, 2, -10, -22, -6, -4, 0.8, 13, -1.0
5. O=C(Cn1nc(C(F)F)cc1C(F)F)N/N=C/c1ccc2c(c1)OCO2
    -9, 7, 7, 6, -6, -2, 0.2, -6, 0.2
6. COc1ccc(C)cc1S(=O)(=O)NC(C)C(=O)Nc1ccc2c(c1)OCO2 (configuration not stated)
    -9, 4, -20, -8, -1, 2, -0.2, 1, -0.8
7. COC(=O)CSc1nc2cc(C)ccc2cc1C#N
    15, 12, -6, -6, -2, 1, 0.6, 19, 1.9
8. O=C1NC2(CCCCCC2)C(=O)N1Cc1ccccc1
    -10, -1, 2, -4, -5, -19, -0.1, -5, -0.1
9. COc1cc(SC)ccc1C(=O)NCc1ccccc1
    0, -3, 6, 8, -7, 3, 0.2, -7, -0.8
10. COc1ccc2oc(C(=O)OCC(=O)N(C)c3c(N)n(Cc4ccccc4)c(=O)[nH]c3=O)c(C)c2c1
    -16, 2, -5, -7, -3, 3, 0.9, -20, 0.6
11. Clc1nc(-c2n[nH]nc2Cl)n[nH]1
    -5, 6, -3, 6, -3, -9, 0.1, 14, -0.8
12. CN(Cc1ccc(-n2cccn2)cc1)Cc1cn(C)nc1-c1ccccc1F
    8, 2, -13, -23, -6, -6, 0.8, 21, 0.1
13. CCc1nc2ccc(C(=O)NCCCn3ccnc3)cn2c1N(C)C(=O)C1CCCCC1
    nt, 0, -9, 7, -2, nt, 0.1, -8, nt
14. CC(=O)c1ccc(NC(=O)CSc2nnc(C3CC3)n2C)cc1
    -2, 1, -4, -5, -5, -1, -0.1, 6, 0.2
15. Cc1cc(NC(=O)COc2ccc3ccccc3c2)no1
    -14, 2, -9, -18, -1, -3, 3.5, -11, 2.9
16. O=C(c1cccc(Cl)c1)N1CCC(c2nc3ccccc3[nH]2)CC1
    -8, 8, -15, -23, -7, 0, 1.1, 17, -0.4
17. CCC(NC(=O)CCc1ccccc1)c1ccccc1 (configuration not stated)
    -19, 7, -2, -13, -10, -4, -0.2, 4, -0.1
18. NC(COCc1ccccc1)c1csc(Nc2ccc(C(=O)NCCO)cc2)n1 (configuration not stated)
    nt, 1, 15, -3, -1, nt, 0.2, 9, nt
19. CCc1nnc(NC(=O)CCC(=O)N2CCN(Cc3cc(Cl)ccc3OC)CC2)s1
    -8, 1, -5, -13, -5, -10, 0.9, 10, 1.5
20. O=C(NCC1CCCO1)c1cnn2c(C(F)F)cc(C3CC3)nc12 (configuration not stated)
    nt, 2, -6, -8, -2, nt, -0.2, 6, nt
21. COc1ccc(COC(=O)C2=C(C)NC(=O)NC2c2ccc(O)c(OC)c2)cc1 (configuration not stated)
    -9, 10, -11, 12, -4, -2, 1.6, 1, 0.5
22. C#CCOCCOCCOCCNc1nc(N2CCOCC2)nc(N2CCN(C(=O)[C@H](CCCCN)n3cc(CCC(=O)O)nn3)CC2)n1
    nt, 7, -7, 0, -2, nt, 0.3, 7, nt
23. O=C(NCc1ccc(OC(F)(F)F)cc1)C1CC2Cn3c(nc4ccccc43)C2N1Cc1ccccc1 (configuration not stated)
    -17, 6, -24, 17, -8, -1, 0.9, 29, 1.1
24. COc1ccc(/C=N\NC(=O)C2=NNC(=O)C2C)cc1 (configuration not stated)
    11, 7, -12, -5, 3, -6, 0.0, 15, 1.1
25. O=C(NC1CCN(C(=O)c2cccs2)CC1)c1ccccc1
    -6, 0, -9, 0, 1, -1, 2.0, 22, 0.2
26. O=C(COC(=O)Cc1ccc(S(=O)(=O)N2CCOCC2)s1)Nc1ccccc1Cl
    -12, 4, 1, 2, -1, -10, 0.0, -9, 3.0
27. CS(=O)(=O)N1CCc2cc(C(=O)N3CCN(c4ccc(F)cc4)CC3)ccc21
    14, 0, -4, -17, -5, -8, -0.2, -3, -0.4
28. C[C@@H](O)CNC(=O)c1[nH]cnc1C(=O)N[C@H](C)c1ccccc1
    nt, 0, 1, 2, -1, nt, 0.3, 6, nt
29. CCC(=O)Nc1cccc(NC(=S)NC(=O)Cc2ccccc2)c1
    -16, 11, 5, 8, 0, -13, 1.3, -6, 3.9
30. O=C(CSc1nnc2ccc(-c3cccnc3)nn12)Nc1ccccc1F
    -23, 0, -2, -1, -3, 2, 1.2, 8, 0.5

31. Nc1cc(C(=O)O)ccc1N1CCCCC1
32. CC(=O)CCc1c(C)c2cccc(C)c2[nH]c1=O
33. O=C(CN(c1cccc(C(F)(F)F)c1)S(=O)(=O)c1ccc(Cl)c([N+](=O)[O-])c1)NCc1ccccc1Cl
34. Cc1csc2nc(O)c(C(=O)NCCCN3CCCC3=O)c(=O)n12
35. COc1ccc(S(=O)(=O)NNC(=O)Nc2ccc(F)cc2F)c(OC)c1
36. NS(=O)(=O)c1ccc(NNC(=O)c2ccc(Br)o2)c([N+](=O)[O-])c1
37. COc1ccc(Nc2nc3cc(C)ccc3cc2C#N)cc1
38. COc1ccc(C(C)=O)cc1COC(=O)CCC(=O)N(CC(C)C)c1c(N)n(CC(C)C)c(=O)[nH]c1=O

Compound	31	32	33	34	35	36	37	38
CHO parental Ca	-9	-21	11	1	9	-4	-2	0
TAAR1 agonist	0	2	-1	1	3	1	-2	0
CHO-K1 Ca antag	-6	-12	-2	-5	-5	7	-7	-4
TAAR1 antagonist	-3	15	6	-36	-7	-4	4	-32
M1 ag	-3	-2	-3	-4	-2	2	-5	-2
OXTR potentiate	-3	-7	-5	-5	-11	1	-7	-8
M1 ag parental	0.9	2.9	1.0	2.4	0.6	-0.1	2.9	0.7
CHO-K1 Ca PAM	22	9	18	11	5	7	13	0
V1R ag counter	-0.9	1.9	0.5	0.6	0.0	-0.1	0.8	-1.3

# Sorted by length of the SMILES (smallest number first): 5 of the compounds above.
8. O=C1NC2(CCCCCC2)C(=O)N1Cc1ccccc1
25. O=C(NC1CCN(C(=O)c2cccs2)CC1)c1ccccc1
30. O=C(CSc1nnc2ccc(-c3cccnc3)nn12)Nc1ccccc1F
5. O=C(Cn1nc(C(F)F)cc1C(F)F)N/N=C/c1ccc2c(c1)OCO2
28. C[C@@H](O)CNC(=O)c1[nH]cnc1C(=O)N[C@H](C)c1ccccc1

Compound	8	25	30	5	28
CHO parental Ca	-10	-6	-23	-9	nt
TAAR1 agonist	-1	0	0	7	0
CHO-K1 Ca antag	2	-9	-2	7	1
TAAR1 antagonist	-4	0	-1	6	2
M1 ag	-5	1	-3	-6	-1
OXTR potentiate	-19	-1	2	-2	nt
M1 ag parental	-0.1	2.0	1.2	0.2	0.3
CHO-K1 Ca PAM	-5	22	8	-6	6
V1R ag counter	-0.1	0.2	0.5	0.2	nt

# Next part
39. O=S(=O)(Nc1ccc(-c2ccc3nncn3n2)cc1)c1ccccc1Cl
40. Cc1cc(C)n2nc(SCC(=O)N3CCCC(C)C3)nc2n1 (configuration not stated)
41. COc1ccc(-c2nc(CSCC(=O)NCC3CCCO3)c(C)o2)cc1OC (configuration not stated)
42. CCC(=O)N1Cc2cc(C(=O)N(C)C)nc(-c3cccc(-c4cncnc4)c3)c2[C@@H]1CCO
43. O=C(Nc1ccc2c(c1)OCO2)c1csc([C@@H]2C[C@H](O)[C@@H](CO)O2)n1
44. CNC(=O)C[C@H]1C(=O)N(CCc2ccccc2)C[C@@H]1c1ccc(OC)cc1
45. CC(C)(C)c1ccc(C(=O)Nc2ccccc2C(=O)NCCN2CCOCC2)cc1
46. CCn1cc(CN2CCCC(CO)(Cc3cccc(Cl)c3)C2)cn1 (configuration not stated)

Compound	39	40	41	42	43	44	45	46
CHO parental Ca	-4	-6	-7	nt	nt	nt	-23	-15
TAAR1 agonist	1	2	9	1	3	42*	7	1
CHO-K1 Ca antag	1	4	-8	-18	9	-20	-9	0
TAAR1 antagonist	4	5	21	-7	-10	5	8	-13
M1 ag	-5	-5	3	nt	-1	-9	0	-8
OXTR potentiate	-6	3	-2	nt	nt	nt	-4	-11
M1 ag parental	2.4	-0.1	0.7	1.2	0.7	0.3	5.1	-0.1
CHO-K1 Ca PAM	5	-1	18	23	-9	24	11	-9
V1R ag counter	-0.5	1.6	-0.6	nt	nt	nt	6.5	0.0

47. COc1c2c(nc3occc13)C(CCC(C)(C)O)(OC)C(O)CC2 (configuration not stated)
48. Cc1c(NS(=O)(=O)c2cccc(C(=O)NCc3ccncc3)c2)c(=O)n(-c2ccccc2)n1C
49. COc1ccc(NS(=O)(=O)c2cccc(C(=O)NNC(=O)c3ccc(=O)[nH]c3)c2)cc1
50. CC1CCN(Cc2c(C(=O)N/N=C/c3cccc(Cl)c3)nnn2-c2nonc2N)CC1
51. O=C(Nc1cccc(C(F)(F)F)c1)c1ccco1
52. COc1ccc(O)c(C(=O)c2cnc3nc4ccccc4n3c2)c1
53. C(=C\c1ccccc1)/CN1CCN(c2ncnc3c2oc2ccccc23)CC1
54. O=C(C[n+]1cc(Br)cc2ccccc21)c1ccc(Cl)cc1
55. COC(=O)CSc1ncccc1-c1nc2ccccc2[nH]1

Compound	47	48	49	50	51	52	53	54	55
CHO parental Ca	1	-9	-15	-15	-12	-9	16	-7	-4
TAAR1 agonist	12	3	3	-1	4	6	7	5	5
CHO-K1 Ca antag	7	-8	-8	-4	1	18	16	-11	-7
TAAR1 antagonist	10	-7	-9	3	21	7	19	-12	-4
M1 ag	2	-4	-1	-4	-8	-4	1	-8	-5
OXTR potentiate	-1	-3	-1	8	-5	4	-10	-4	-1
M1 ag parental	0.1	7.4	-0.4	0.4	0.5	0.0	8.7	0.0	0.6
CHO-K1 Ca PAM	2	22	4	8	16	-15	8	9	5
V1R ag counter	-0.1	0.9	0.2	0.6	-0.8	0.8	6.0	3.0	-0.8

# Compounds as they come. Share with any hit: about 3.3%.
